Source: PubChem
EPAC2 agonist = activates human EPAC2 exchange factor. Q8WZA2. EPAC2 activation, biochemical qHTS; response scale: 100% = 6.5 mM cAMP response. Potency, µM (highest dose often 154 µM), without a hit: at the highest dose activation, hits mostly activators. hit rate 0.079% among 360,000. AID 720711; also: potency is read from the fitted curve at half-maximal effect; nearly all actives have a fitted effect of over 50% in size
Target sequence (Q8WZA2 whole entry, looked up): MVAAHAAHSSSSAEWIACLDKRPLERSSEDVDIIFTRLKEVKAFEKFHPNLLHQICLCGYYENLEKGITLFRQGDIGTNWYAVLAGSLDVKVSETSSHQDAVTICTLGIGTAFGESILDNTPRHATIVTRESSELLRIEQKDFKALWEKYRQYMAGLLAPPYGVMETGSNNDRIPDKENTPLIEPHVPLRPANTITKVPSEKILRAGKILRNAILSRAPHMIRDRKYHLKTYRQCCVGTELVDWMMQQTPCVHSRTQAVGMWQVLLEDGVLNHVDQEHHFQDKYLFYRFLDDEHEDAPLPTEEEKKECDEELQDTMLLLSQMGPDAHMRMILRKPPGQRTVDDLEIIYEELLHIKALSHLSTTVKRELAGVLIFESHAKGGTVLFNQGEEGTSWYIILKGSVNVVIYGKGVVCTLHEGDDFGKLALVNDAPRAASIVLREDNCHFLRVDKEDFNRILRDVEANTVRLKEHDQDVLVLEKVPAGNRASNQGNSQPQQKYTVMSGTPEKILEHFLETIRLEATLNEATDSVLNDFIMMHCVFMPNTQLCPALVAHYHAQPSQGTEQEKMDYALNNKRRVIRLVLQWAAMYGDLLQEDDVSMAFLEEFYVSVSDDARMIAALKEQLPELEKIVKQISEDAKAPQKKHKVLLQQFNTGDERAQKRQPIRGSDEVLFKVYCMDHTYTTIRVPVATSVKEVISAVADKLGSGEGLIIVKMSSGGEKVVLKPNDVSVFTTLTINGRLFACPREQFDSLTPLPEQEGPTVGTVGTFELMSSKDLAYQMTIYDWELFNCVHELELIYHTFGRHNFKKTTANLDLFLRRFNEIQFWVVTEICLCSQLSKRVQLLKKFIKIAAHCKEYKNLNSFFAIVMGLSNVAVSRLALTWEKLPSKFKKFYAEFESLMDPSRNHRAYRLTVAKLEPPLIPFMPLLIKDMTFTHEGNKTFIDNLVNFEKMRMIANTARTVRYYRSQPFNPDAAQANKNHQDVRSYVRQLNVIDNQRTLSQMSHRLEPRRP
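Guanine nucleotide exchange by EPAC2 is measured as reduced fluorescence of BODIPY-GDP once it is released from 250 nM Rap1B. Plates are read kinetically for 30 min at room temperature; results are scaled to 6.5 mM cAMP.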
S2 tox = cell viability loss in ATXN counter-screen; hit rate 0.49% among 400,000; Potency, µM (top dose mostly 56.7 µM), hits mostly cytotoxic; AID 651635; S2 cells (HEK-293 line with an ATXN2-luciferase reporter) viability, CellTiter-Fluor protease fluorescence, 24 h; also: potency is read from the fitted curve at half-maximal effect; nearly all actives have a fitted effect of over 40% in size
Nrf2 block = Nrf2 pathway inhibition; A549 ARE-Fluc reporter, luciferase luminescence, 18-24 h; AID 504444; hit rate 2.1% among 360,000; Potency, µM (highest dose often 46 µM), without a hit: top-dose activity change, negative = inhibition, actives largely listed as inhibitors; also: potency is read from the fitted curve at half-maximal effect; % is scaled to controls: 0 for no effect and ±100 for the full control effect; nearly all actives have a fitted effect of over 60% in size
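Concentration-response testing used A549 ARE_Fluc cells at 5000 cells/well. Following an 18-24 h compound incubation, viability was read by fluorescence (Ex 405/Em 525) and luciferase output by luminescence.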
TGFb inhibitor = TGF-b pathway inhibition. Potency, µM (top dose mostly 46.1 µM), without a hit: at the top dose activity, negative = inhibition, usual class: inhibitors. hit rate 1.2% among 410,000. HepG2 CAGA-GFP TGF-b/SMAD3 reporter, GFP fluorescence, 18 h; TGF-beta stimulated, 500 pg/mL final; also: potency is read from the fitted curve at half-maximal effect; % is scaled to controls: 0 for no effect and ±100 for the full control effect; nearly all actives have a fitted effect of over 65% in size
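GFP signal (ex488/em500-530) from TGF-beta-stimulated HEPG2 CAGA-GFP cells, 500 pg/mL final, 18 h at 37 degrees C in DMEM plus 1% FBS, normalized to unstimulated and DMSO-stimulated controls.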
IL2 activator = activates IL-2 in a cell-based reporter assay; IL-2 activation reporter assay, cell-based qHTS; stimulated with anti-CD3/CD4/CD28 beads; in transgenic mouse T cells; activation, % (series mostly up to about 46 µM); hit rate 0.065% among 360,000; in the data active = activation above about 50%; inconclusive = mostly about 30% to 49%; also: 0% is about no effect
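Unstimulated transgenic mouse T cells, 750 per well, received compound and, after 60 minutes, anti-CD3/anti-CD4 bead plus anti-CD28 stimulation. EGFP and DsRed were quantified after 18 hours.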
HepG2 tox = counter-screen for TGF-b inhibitors: cytotoxicity in HepG2 cells. HepG2 CAGA-GFP viability, ATP luminescence, 18 h. Potency, µM (titrated, usually from 46.1 µM), for inactives: top-dose activity change, negative = cytotoxicity, most hits filed as cytotoxic. hit rate 0.76% among 410,000; also: potency is read from the fitted curve at half-maximal effect; some results filed as inactive show a strong effect at the top dose
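CellTiter-Glo luminescence gave cytotoxicity after 18 hours at 37 degrees C. The cells were HepG2 CAGA-GFP in 1% FBS DMEM, stimulated with 500 pg/mL TGF-beta after compound addition. %Activity was normalised to no-cell wells (complete cell-killing) and DMSO (no toxicity), and curves were fitted and classified.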
Nrf2 activator = Nrf2 pathway activation | AREc32 ARE-luciferase reporter (MCF7-derived line), luminescence, 24 h | Potency, µM (series often up to 46.1 µM), without a hit: at the top dose activation, actives largely listed as activators | hit rate 0.31% among 410,000 | AID 624171; also: potency is read from the fitted curve at half-maximal effect; % of control where 0% means no effect; nearly all actives have a fitted effect of over 65% in size
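ARE activation measured as luciferase luminescence (Steady-Glo, 30 min RT) in AREc32_Fluc cells after 24 hr compound exposure at 37 deg C, 5% CO2; cells seeded overnight at 1000/well in OPTI-MEM, 5% FBS.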
A549 tox = counter-screen for Nrf2 inhibitors: cytotoxicity in A549 cells; hit rate 0.16% among 390,000; Potency, µM (highest dose often 46 µM), for the others: at the highest dose activity change, negative = cytotoxicity, usual class: inhibitors; AID 504648; A549 ARE-Fluc cells, CellTiter-Fluor viability, 18-24 h; also: potency is read from the fitted curve at half-maximal effect; % is scaled to controls: 0 for no effect and ±100 for the full control effect
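A549 ARE_Fluc cells in 5% FBS OPTI-MEM were exposed to compounds in concentration-response for 18-24 h at 37 deg C. Viability was read by CellTiter-Fluor fluorescence (Ex 405/Em 525) after 30 min, before the luciferase read.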
ATXN2 expr inh = inhibitors of ATXN2 expression; Potency, µM (top dose mostly 57 µM), for the others: at the highest dose activity change, negative = inhibition, hits mostly inhibitors; HEK-293 ATXN2-luciferase reporter, luminescence, 24 h; hit rate 0.72% among 360,000; also: potency is read from the fitted curve at half-maximal effect; % is scaled to controls: 0 for no effect and ±100 for the full control effect; nearly all actives have a fitted effect of over 55% in size
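qHTS (up to 57 uM final) was run with 24 h compound exposure of reporter cells at 37 °C. Each well was multiplexed: SteadyGlo luminescence measured ATXN2-luciferase expression after a fluorogenic Gly-Phe-AFC viability readout (25 uM final).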
* marks the source's active call; other numbers are inactive results; i = inactive; ? = inconclusive; · = not tested or not shown; & = joins results of further samples; [ ] = dose if it differs, or a comment. Unless noted, calls follow the shape of the dose curve; as a rule, active = well fitted curve in the direction sought with a large enough effect; inconclusive = small, poorly fitted or top-dose-only effect, or another doubt; inactive = no such curve, though single readings can be large; an effect the other way counts as inactive or inconclusive. An unsorted share of the library (roughly 4.3% active in at least one column).

#	compound	EPAC2 agonist	S2 tox	HepG2 tox	TGFb inhibitor	ATXN2 expr inh	Nrf2 block	Nrf2 activator	A549 tox	IL2 activator
1	Cc1ccc2c(CSc3nc4ccccc4c(=O)n3CCCO)cc(=O)oc2c1C	5.5%	?	21.6%	10.6%	22.2%	?	2.6%	-11.9%	-0.9
2	Cc1ccc2c(c1)N(C(=O)CCC(=O)NCCCN1CC(C)CC(C)C1)CCO2 (centres undefined)	-4.9%	i	-13.0%	2.5%	-4.6%	?	-1.2%	?	-2.2
3	CC(NC(=O)COC(=O)c1cc(=O)[nH]c2ccccc12)c1ccccc1 (centres undefined)	12.9%	i	-0.3%	3.8%	-4.0%	?	-0.6%	5.6%	0.0
4	Cc1c(-c2nnc(SCC(=O)Nc3ccccc3F)o2)nnn1-c1ccc(F)cc1	·	·	0.1%	20.1%	·	·	0.9%	2.2%	·
5	O=C1C2C3C=CC(O3)C2C(=O)N1N=Cc1ccc2c(c1)OCO2 (centres undefined)	5.8%	?	-5.3%	-21.2%	9.7%	?	2.2%	3.0%	0.6
6	O=C(NCc1ccncc1)[C@@H]1CCCN1C(=O)[C@@H]1CCCN1C(=O)c1ccccc1	-4.7%	i	·	·	-8.5%	·	-1.0%	·	3.5
7	CC(=O)Cc1nsc(NC(=O)c2ccccc2Cl)n1	10.1%	i	-3.0%	2.6%	4.0%	5.7%	0.3%	5.5%	3.5
8	Cc1nc(-c2ccc(S(=O)(=O)Nc3ccc(C)c(N(C)C)c3)cc2)co1	·	i	-23.0%	-3.9%	-10.0%	·	-0.5%	-0.6%	·
9	O=C(OCc1ccc([N+](=O)[O-])cc1Cl)c1cnccn1	3.4%	i	-0.3%	11.7%	1.1%	-13.0%	0.5%[9.22 µM]	8.0%	-0.7
10	CCc1nnc(NC(=O)c2nc(SCc3ccccc3C)ncc2Cl)s1	·	i	-15.0%	-9.7%	2.0%	0.3%	-0.4%	1.3%	·
11	CC(C(=O)Nc1sc2c(c1C(=O)NCC1CCCO1)CCC2)N1C(=O)c2ccccc2C1=O (centres undefined)	4.5%	i	-4.9%	-6.8%	9.8%	5.8%	-1.0%	1.5%	-0.2
12	Cc1ccc(C)c(S(=O)(=O)N2CCN(CC(=O)Nc3cc(C)on3)CC2)c1	-4.5%	i	-15.8%	-9.3%	4.7%	-14.8%	-1.0%	-2.4%	0.5
13	CCOC(=O)COc1ccc(/C=C2/C(=O)NN(c3ccc(F)cc3)C2=O)cc1OC	5.8%	i	-15.3%	-19.6%	-15.5%	-14.2%	0.1%	0.4%	0.0
14	Cn1c(SCC(=O)Nc2ccc(F)cc2F)nnc1-c1cccnc1	8.1%	i	-13.5%	12.8%	3.3%	9.8%	-0.6%	9.4%	-4.6
15	COc1ccc(OC)c(/C=N/NC(=S)NCCc2ccccc2)c1	18.4%	i	6.6%	0.0%	-11.0%	?	-0.3%	0.2%	-1.5
16	Cc1nc(NC(=O)C23CCC(C)(C(=O)O2)C3(C)C)sc1C (centres undefined)	-0.1%	i	-9.3%	0.0%	-1.0%	·	10.9%	-4.6%	-0.4
17	Cc1ccc(NC(N)=S)cc1	14.1%	i	-1.4%	-8.2%	0.4%	3.2%	0.8%	5.8%	1.1
18	COc1ccc(/C=C(\C#N)C(=O)OCC(=O)N2CC(C)OC(C)C2)cc1 (centres undefined)	0.4%	i	8.3%	28.3%	-8.8%	5.9%	0.0%	2.6%	-1.1
19	COc1cccc(-c2cc(C(F)(F)F)nc(N3CCC(C)CC3)n2)c1	5.4%	i	-0.6%	2.4%	5.5%	?	0.1%	-0.8%	-0.1
20	CCOC(=O)c1ccc(NC(=O)c2cc3cc(C)ccc3n2C)cc1	·	?	-17.2%	-11.6%	-9.9%	9.4%	-0.2%	1.2%	·
21	Cc1ccc(CSc2nc3ccncc3n2Cc2nc(-c3ccccc3C)oc2C)cc1	·	?	-61.7%	?	-13.7%	-2.9%	0.2%	-29.0%	·
22	COc1ccc(CC(=O)OCC(=O)NC2CCCCC2)cc1	3.2%	i	-1.2%	24.8%	·	6.3%	-1.1%	7.6%	0.8
23	O=C(Nc1ccccc1)/C(=C\c1cccs1)NC(=O)c1ccccc1	8.7%	i	-10.5%	2.8%	-13.0%	-19.6%	-1.9%	-0.2%	-2.5
24	N#Cc1sc2nc(-c3ccccc3)cc(C(F)(F)F)c2c1N	-17.8%	i	-3.3%	9.2%	-5.3%[11.3 µM]	8.2%	?	6.4%	10.2
25	Cn1c(=O)c(Cc2ccccc2)c(O)c2ccccc21	11.4%	i	-4.1%	1.6%	-4.0%	7.6%	0.1%	5.3%	-1.0
26	COc1ccc(NC(=O)C2C3CCC(O3)C2C(=O)O)cc1OC (centres undefined)	6.6%	i	-5.1%	-21.1%	0.3%	-20.9%	0.4%	-13.6%	0.3
27	O=C(O)CN1C(=O)/C(=C\c2cn(-c3ccccc3)nc2-c2ccccc2)SC1=S	1.5%	i	-16.0%	-10.5%	3.4%	4.2%	-0.3%	2.2%	1.1
28	Nc1nonc1C(=O)NCCNCc1ccccc1OCc1ccc(F)cc1	2.8%	i	-30.8%	-4.0%	?	-19.9%	0.2%	-22.9%	-4.4
29	COc1ccc(-n2c(SCC(=O)N3CCOCC3)nc(O)c(Cc3ccccc3)c2=O)cc1	-1.7%[15.6 µM]	i	-8.8%	13.7%	5.9%	8.7%	-1.5%	0.2%	0.5
30	CC(=O)c1c(COC(=O)c2ccccc2Cl)nc2ccccc2[n+]1[O-]	20.5%	i	0.0%	-2.5%	·	16.5%	15.1%	0.7%	0.3

Two records drawn at random from the list so far:
#	compound	EPAC2 agonist	S2 tox	HepG2 tox	TGFb inhibitor	ATXN2 expr inh	Nrf2 block	Nrf2 activator	A549 tox	IL2 activator
26	COc1ccc(NC(=O)C2C3CCC(O3)C2C(=O)O)cc1OC (centres undefined)	6.6%	i	-5.1%	-21.1%	0.3%	-20.9%	0.4%	-13.6%	0.3
6	O=C(NCc1ccncc1)[C@@H]1CCCN1C(=O)[C@@H]1CCCN1C(=O)c1ccccc1	-4.7%	i	·	·	-8.5%	·	-1.0%	·	3.5

Further records follow:
#	compound	EPAC2 agonist	S2 tox	HepG2 tox	TGFb inhibitor	ATXN2 expr inh	Nrf2 block	Nrf2 activator	A549 tox	IL2 activator
31	Cc1ccc(S(=O)(=O)N2CCC(C(=O)OCC(=O)N(C)C3CCCCC3)CC2)cc1C	8.9%	i	6.2%	4.2%	4.6%	0.6%	0.1%	-11.8%	-2.8
32	CCOC(=O)c1c(S(=O)(=O)NCc2ccc(C)o2)c(C)n(C)c1C	-2.4%	i	-3.2%	-10.6%	·	?	-1.1%	4.8%	0.3
33	Cc1ccc(NC(=O)CCN2C(=O)c3cccc4cccc(c34)C2=O)cc1	3.8%	i	-11.1%	-2.9%	-9.9%	?	7.4%	0.2%	-0.8
34	COc1cc(CNCc2ccccn2)ccc1OCc1ccccc1Cl	8.6%	i	-35.4%	-10.3%	-5.7%	-17.0%	0.1%[9.22 µM]	2.0%	-0.5
35	CC(C)NC(=O)CN1CCC(c2nc3ccccc3[nH]2)CC1	6.7%	i	0.6%	12.2%	·	-0.6%	-0.4%	-4.0%	-0.4
36	O=C(COC(=O)/C=C/c1cccc(Br)c1)NCCC1=CCCCC1	12.4%	i	11.6%	-2.7%	2.1%	5.9%	-0.3%	4.2%	-1.6
37	c1ccc2c(c1)CCN(C1CCCCC1)C2	7.2%	i	-43.5%	-13.6%	-12.3%	14.9%	-0.6%	11.8%	-0.2
38	CCOC(=O)N1CCN(/C=C(\C#N)c2nc3ccccc3s2)CC1	-2.9%	i	-18.0%	82.3%[activator]	12.6%	?	11.0%	-18.9%	-2.8
39	CCOC(=O)C1(c2ccccc2)NC(c2ccccc2C)C2C(=O)N(c3ccc4c(c3)OCO4)C(=O)C21 (centres undefined)	6.7%	i	-18.8%	3.3%	-7.1%	-21.6%	2.3%	-13.0%	-0.5
40	CN(CC(=O)Nc1ccccc1Cl)C(=O)c1cc(C2CC2)nn1-c1ccccc1	0.6%	i	-39.9%	-10.6%	·	-16.6%	-0.4%	8.2%	-0.8
41	CN(C)S(=O)(=O)c1ccc(S(=O)(=O)N2CCN(CCC#N)CC2)cc1	1.5%	i	5.6%	0.5%	-7.0%	-6.3%	0.2%	2.2%	-2.7
42	CC1CC(C)CN(c2ccc(-n3cnnn3)cc2[N+](=O)[O-])C1 (centres undefined)	-4.2%	i	-44.6%	?	9.5%	10.1%	0.0%	-2.6%	-0.6
43	Clc1ccc(/C=C/c2nc3ccccc3[nH]2)cc1	0.9%	?	11.2µM*	0.0%	?	·	-1.8%	-13.9%	-1.2
44	CC(C)(C)c1nnc(NC(=O)CCC2CCCCC2)s1	-8.9%	i	-1.7%	-22.2%	·	·	0.3%	·	0.7
45	C=CCN1C(=NC(=O)COc2ccc(Cl)cc2)SC2CS(=O)(=O)CC21 (centres undefined)	-0.7%	i	-0.1%	-0.9%	-1.2%	0.2%	-0.2%	-10.1%	-1.2
46	CCOc1cc(/C=C2\SC(=S)N(N3CCOCC3)C2=O)ccc1O	9.2%	i	-11.3%	-6.6%	·	6.3%	0.3%	-4.6%	1.6
47	Cc1ccc(C)c(NC(=S)NCc2ccccc2)c1	-3.9%	i	-9.6%	-14.9%	-2.0%	6.4%	-1.0%	9.5%	-3.5
48	COc1ccc(-c2noc(N3CCC(C(=O)NCCCN4CCC(C)CC4)CC3)n2)cc1	4.9%	?	-6.5%	-7.9%	-21.1%	?	0.2%	-0.8%	-2.3
49	CCc1ccc(CNC(=O)CCC(=O)N2Cc3cccc(OC)c3Oc3ncccc32)cc1	10.1%	i	-3.1%&1.0%	-9.7%&-22.0%	0.2%	-9.2%&17.2%	-0.8%&1.2%	-0.4%&-3.3%	0.5
